PGC1a acetyl inh: lowers PGC1a acetylation signal in U2OS cells; AlphaScreen anti-acetyl-lysine; with virally co-expressed GCN5 acetyltransferase; inhibition, % at 15.6 µM; 350,000 compounds, 0.17% hits; AID 651687;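 active = every replicate shows inhibition of at least 40%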;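 also: 0% = neutral control wells and 100% = positive control wells; some results beyond the cut were filed as inactive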
Statin myotox sup: protects C2C12 myotubes from simvastatin toxicity; ATP luminescence, 48 h; scaled: DMSO 0, geranylgeraniol control 100; rescue of ATP level, % at 7.49 µM; 330,000 compounds, 0.78% hits;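 active = mean ATP rescue above about 67%, or every replicate alone reaching that limit, limit read from the data, passing the limit was not always enough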;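 also: myotubes were challenged with 10 µM simvastatin during compound exposure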
Xi reactivation: reactivates the inactive X chromosome in mouse fibroblasts; XiGFP mouse fibroblasts, % GFP-positive cells imaging, 3 d; cells co-treated with 5-aza-dC sensitizer; scaled so ellipticine positive control = 100%; activation, % at 7.58 µM; 360,000 compounds, 0.055% hits;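 active = mean normalized replicate activation at least 10% and every replicate at or above 10%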;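 also: 0% = median of on-plate neutral control wells and 100% = ellipticine 6 µM median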
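Material: SV40-immortalized XiGFP fibroblast cells, line 68-5-11 | Buffer or medium: DMEM containing 5-aza-dC | Dosing: One concentration, pinned | Times: 3 d treatment, 15 min room-temperature fixation | Controls: Ellipticine 6 µM positive control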
Cneo AK release: causes C. neoformans cell lysis. adenylate kinase release luminescence, 4 h; normalised: neutral wells 0, clomiphene wells 100. lysis activity, % at 15 µM. 360,000 compounds, 0.2% hits. AID 651654;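 active = mean lysis activity across replicates of at least 80%, whatever share of replicates individually reach that level; inactive = mean lysis activity below 80%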
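Material – log-phase Cryptococcus neoformans yeast cells · Input – 5 × 10^6 yeast cells/mL · Medium – fresh YPD growth medium · Doses – single compound concentration per well · Timing – static 4 h at 37 °C with compound, 1 h detection · Detection – adenylate kinase release luminescence · Read-out – signal increase indicating cell lysis · Control set – Clomiphene as positive lysis control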
ERAP1 HTS inh: blocks human ERAP1 aminopeptidase activity. Q9NZ08. recombinant ERAP1, Leu-AMC fluorescence, 60 min. inhibition, % at 10.7 µM. 340,000 compounds, 0.15% hits;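 active = mean replicate inhibition of at least 30%, or all replicates individually reaching that 30% level; inactive = mean below 30% and not every replicate reaching it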;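 also: 0% = neutral control wells and 100% = L-leucinethiol positive control wells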
SIRT5 block: sirtuin-5 (human) deacylase inhibition; Q9NXA8; Purified SirT5, succinyl-peptide AMC, trypsin-coupled fluorescence; inhibition, % at 15 µM; 330,000 compounds, 1.1% hits; in the data active = inhibition above about 15%
Target sequence (Q9NXA8 whole entry, looked up): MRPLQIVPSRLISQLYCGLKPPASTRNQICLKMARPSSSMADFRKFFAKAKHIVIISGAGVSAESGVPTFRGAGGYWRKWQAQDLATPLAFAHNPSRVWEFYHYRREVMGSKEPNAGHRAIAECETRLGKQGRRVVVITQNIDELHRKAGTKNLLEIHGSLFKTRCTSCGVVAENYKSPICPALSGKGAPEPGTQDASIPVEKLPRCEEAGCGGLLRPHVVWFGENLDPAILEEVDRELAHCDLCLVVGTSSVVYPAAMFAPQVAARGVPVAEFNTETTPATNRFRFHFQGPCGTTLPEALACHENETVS
S100A4 inh HTS: blocks human S100A4 binding to myosin IIA peptide. 360,000 compounds, 0.14% hits. inhibition, % at 10.7 µM. S100A4/TAMRA-MyoIIA peptide fluorescence polarization;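 active = mean inhibition of at least 70% across replicates, with every replicate also reaching that level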
Target sequence (P26447 whole entry, looked up): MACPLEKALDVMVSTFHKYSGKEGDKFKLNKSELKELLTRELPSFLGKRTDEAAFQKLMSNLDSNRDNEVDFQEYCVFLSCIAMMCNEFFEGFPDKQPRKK
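Material: S100A4 monomer protein | Medium: HEPES pH 7.2 with CaCl2, KCl, NaCl, DTT, Triton | Reagent: Labelled myosin peptide probe, 5 nM | Doses: One dose per compound | Times: 5 min incubation before reading | Benchmarks: Neutral control DMSO, positive control TFP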
LGR2 inh: Drosophila LGR2 receptor signaling inhibition; inhibition, % at 9.99 µM; 380,000 compounds, 0.35% hits; HEK293 LGR2, CRE-luciferase, bursicon-stimulated, 4 h; AID 720647;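 active = drop in luminescence signal, shown as inhibition above about 50% in the replicate tests, limit read from the data, passing the limit was not always enough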;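 also: agonist challenge used bursicon conditioned medium at about half maximal strength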
An asterisk follows results filed as active; / = not tested or not shown. Only part of the results is shown; count on the stated rates, not on these rows.

Start of the listing, in advance, 13 compounds:
Key to letters – A = PGC1a acetyl inh; B = Statin myotox sup; C = Xi reactivation; D = Cneo AK release; E = ERAP1 HTS inh; F = SIRT5 block; G = S100A4 inh HTS; H = LGR2 inh
CSc1ccccc1OCc1cc(C(=O)NCc2ccc(C)s2)no1
  A: -12.2; B: 6.1; C: -0.1; D: 2.0; E: -6.2; F: -1.6; G: 14.6; H: -10.8
CCN(CC)C(=O)CSc1nnc([C@@H](N)C(C)C)o1
  A: 4.8; B: /; C: 0.0; D: /; E: -2.6; F: -5.3; G: 3.5; H: 7.9
CC(C)COC(=O)N(C)C[C@@H]1OCc2ccccc2-c2ccccc2C(=O)N([C@@H](C)CO)C[C@H]1C
  A: 5.9; B: /; C: 0.2; D: -4.5; E: -1.6; F: 1.1; G: -4.8; H: 7.5
CCn1c(=O)c2c(nc(SCC(=O)NC3CCCC3)n2C)n(C)c1=O
  A: 2.6; B: /; C: 0.4; D: 0.0; E: 2.0; F: -0.3; G: 0.2; H: 4.5
O=C(C1CCC1)N1CC(=O)N2[C@H](C1)[C@H](c1ccc(-c3ccccc3F)cc1)[C@@H]2CO
  A: -1.0; B: /; C: 0.0; D: /; E: -0.5; F: 4.2; G: 3.3; H: 17.2
Cc1noc(C)c1C(=O)Nc1sccc1C(N)=O
  A: 3.3; B: 9.0; C: 0.0; D: -1.7; E: 3.8; F: -0.7; G: 3.4; H: -9.4
Cc1ccccc1N/C(=N/S(=O)(=O)c1cc(F)ccc1F)c1ccccc1
  A: /; B: /; C: 0.2; D: -2.9; E: -2.3; F: -1.5; G: 1.7; H: 1.0
COc1ccc(S(=O)(=O)NC2CC(=O)N(c3cccc(F)c3)C2)cc1OC (stereo not drawn)
  A: -6.4; B: -3.6; C: -0.1; D: -0.3; E: -1.0; F: -0.1; G: 5.7; H: -26.6
O=C(Nc1cc(F)ccc1F)N[C@H]1CC[C@H](CCn2cc(C3CCCC3)nn2)O[C@H]1CO
  A: -12.5; B: /; C: 0.1; D: /; E: -4.2; F: 1.3; G: 8.8; H: 14.1
O=C(Nc1cc(F)ccc1F)N[C@H]1CC[C@@H](CCNC(=O)c2cnccn2)O[C@@H]1CO
  A: -1.8; B: -11.0; C: -0.4; D: 24.7; E: 0.8; F: 0.5; G: -33.7; H: -12.6
COc1ccc(-c2ccc([C@@H]3[C@H](C#N)N(C(=O)C4CC4)[C@H]3CO)cc2)cc1
  A: -3.3; B: -66.8; C: -0.1; D: 48.8; E: 2.5; F: -0.7; G: -0.2; H: -6.3
COc1ccc2sc(-c3ccccc3OC)c(-c3ccc(O)cc3)c2c1
  A: -16.4; B: 131.5*; C: 0.0; D: -1.1; E: -1.3; F: -0.2; G: -3.1; H: -1.5
CCCNC(=O)Cn1c(-c2ccc(F)cc2)cc(C(=O)OCC)c1C
  A: /; B: /; C: 0.2; D: /; E: 0.6; F: -0.2; G: -0.8; H: 3.4

The list itself, from the first entry:
Key to letters – A = PGC1a acetyl inh; B = Statin myotox sup; C = Xi reactivation; D = Cneo AK release; E = ERAP1 HTS inh; F = SIRT5 block; G = S100A4 inh HTS; H = LGR2 inh
CSc1ccccc1OCc1cc(C(=O)NCc2ccc(C)s2)no1
  A: -12.2; B: 6.1; C: -0.1; D: 2.0; E: -6.2; F: -1.6; G: 14.6; H: -10.8
CCN(CC)C(=O)CSc1nnc([C@@H](N)C(C)C)o1
  A: 4.8; B: /; C: 0.0; D: /; E: -2.6; F: -5.3; G: 3.5; H: 7.9
CC(C)COC(=O)N(C)C[C@@H]1OCc2ccccc2-c2ccccc2C(=O)N([C@@H](C)CO)C[C@H]1C
  A: 5.9; B: /; C: 0.2; D: -4.5; E: -1.6; F: 1.1; G: -4.8; H: 7.5
CCn1c(=O)c2c(nc(SCC(=O)NC3CCCC3)n2C)n(C)c1=O
  A: 2.6; B: /; C: 0.4; D: 0.0; E: 2.0; F: -0.3; G: 0.2; H: 4.5
O=C(C1CCC1)N1CC(=O)N2[C@H](C1)[C@H](c1ccc(-c3ccccc3F)cc1)[C@@H]2CO
  A: -1.0; B: /; C: 0.0; D: /; E: -0.5; F: 4.2; G: 3.3; H: 17.2
Cc1noc(C)c1C(=O)Nc1sccc1C(N)=O
  A: 3.3; B: 9.0; C: 0.0; D: -1.7; E: 3.8; F: -0.7; G: 3.4; H: -9.4
Cc1ccccc1N/C(=N/S(=O)(=O)c1cc(F)ccc1F)c1ccccc1
  A: /; B: /; C: 0.2; D: -2.9; E: -2.3; F: -1.5; G: 1.7; H: 1.0
COc1ccc(S(=O)(=O)NC2CC(=O)N(c3cccc(F)c3)C2)cc1OC (stereo not drawn)
  A: -6.4; B: -3.6; C: -0.1; D: -0.3; E: -1.0; F: -0.1; G: 5.7; H: -26.6
O=C(Nc1cc(F)ccc1F)N[C@H]1CC[C@H](CCn2cc(C3CCCC3)nn2)O[C@H]1CO
  A: -12.5; B: /; C: 0.1; D: /; E: -4.2; F: 1.3; G: 8.8; H: 14.1
O=C(Nc1cc(F)ccc1F)N[C@H]1CC[C@@H](CCNC(=O)c2cnccn2)O[C@@H]1CO
  A: -1.8; B: -11.0; C: -0.4; D: 24.7; E: 0.8; F: 0.5; G: -33.7; H: -12.6
COc1ccc(-c2ccc([C@@H]3[C@H](C#N)N(C(=O)C4CC4)[C@H]3CO)cc2)cc1
  A: -3.3; B: -66.8; C: -0.1; D: 48.8; E: 2.5; F: -0.7; G: -0.2; H: -6.3
COc1ccc2sc(-c3ccccc3OC)c(-c3ccc(O)cc3)c2c1
  A: -16.4; B: 131.5*; C: 0.0; D: -1.1; E: -1.3; F: -0.2; G: -3.1; H: -1.5
CCCNC(=O)Cn1c(-c2ccc(F)cc2)cc(C(=O)OCC)c1C
  A: /; B: /; C: 0.2; D: /; E: 0.6; F: -0.2; G: -0.8; H: 3.4
O=C(Nc1cc(=O)[nH]c2nc(-c3ccccc3)nn12)c1ccccc1Cl
  A: 6.3; B: -10.7; C: 0.0; D: 0.9; E: -1.2; F: -3.7; G: -7.6; H: -0.9
COC(=O)c1ccc(CSc2ccccc2NC(=S)Nc2cccc(SC)c2)o1
  A: /; B: 2.1; C: 0.2; D: -2.7; E: 1.9; F: -0.4; G: 1.8; H: -69.3

Going on with the list:
Fields – PGC1a acetyl inh	Statin myotox sup	Xi reactivation	Cneo AK release	ERAP1 HTS inh	SIRT5 block	S100A4 inh HTS	LGR2 inh
Cc1sccc1/C=N/NC(=O)c1ccco1
 : /	0.2	0.3	-0.7	0.2	5.4	3.0	-16.4
O=c1[nH]c2ccccc2nc1NCc1ccccc1
 : -5.8	5.2	0.0	-3.7	-0.7	0.4	-5.6	-19.5
O=C(COC(=O)Cc1cccs1)Nc1cccc(S(=O)(=O)N2CCOCC2)c1
 : 3.0	/	0.3	/	-1.2	-1.1	-3.4	-11.0
CCOC(=O)C1=C(COC(=O)c2ccc(OC(C)C)cc2)NC(=O)NC1C (stereo not drawn)
 : /	1.2	0.0	-0.1	-1.8	-2.0	-1.3	17.0
COc1cc(NC(=O)COC(C)=O)c(C)cc1[N+](=O)[O-]
 : -4.2	7.8	0.0	-0.1	8.5	-1.3	-3.1	4.3
CNC[C@@H]1Oc2ccc(NC(=O)C3CCCCC3)cc2C(=O)N([C@@H](C)CO)C[C@@H]1C
 : -5.2	22.5	-0.5	52.4	-1.6	4.8	-0.2	5.9
COc1ccc(S(=O)(=O)Nc2ccc3c(c2)CC(=O)N([C@@H](C)CO)C[C@H](C)[C@H](CN(C)Cc2ccc(C(=O)O)cc2)O3)cc1
 : 4.3	16.1	0.0	-3.8	-2.3	6.6	-15.4	-13.8
CC1CN(CCOCCSc2ccc(Cl)cc2)CC(C)O1 (stereo not drawn)
 : 16.8	18.9	0.3	6.9	-2.2	-2.6	-3.9	-12.5
COC(=O)[C@H](CC(C)C)NS(=O)(=O)c1ccccc1
 : 10.4	79.6*	-0.2	0.3	-3.0	-2.7	-2.7	-16.1
C/C=C/c1ccc([C@@H]2[C@H](CO)N(CC3CCOCC3)C23CN(S(=O)(=O)CC)C3)cc1
 : -10.9	/	0.1	/	-7.8	-4.6	15.7	-21.9
Cc1cc(NC(=O)COC(=O)c2ccccc2NCCO)no1
 : 9.6	1.5	0.2	-5.8	-0.6	/	4.2	26.9
CC(C)C#Cc1cnc2c(c1)C(=O)N([C@@H](C)CO)C[C@@H](C)[C@H](CN(C)C(=O)CC1CC1)O2
 : 12.8	-9.8	-0.4	-2.4	-9.2	5.8	1.0	-5.7
COc1ccc(S(=O)(=O)N2CCOCC2)cc1NC(=O)C1CC(=O)N(c2ccc3c(c2)OCCO3)C1 (stereo not drawn)
 : /	1.6	0.4	-0.5	-2.0	9.3	-1.3	-2.3
C[C@@H]1CN([C@H](C)CO)C(=O)c2cc(C#CC3CC3)cnc2O[C@@H]1CN(C)Cc1cccc(C(=O)O)c1
 : 4.6	-0.6	0.0	-8.0	/	0.1	-10.1	4.8

Looked up above.
Statin myotox sup with COc1ccc(S(=O)(=O)N2CCOCC2)cc1NC(=O)C1CC(=O)N(c2ccc3c(c2)OCCO3)C1 (stereo not drawn) : 1.6
LGR2 inh with CC(C)C#Cc1cnc2c(c1)C(=O)N([C@@H](C)CO)C[C@@H](C)[C@H](CN(C)C(=O)CC1CC1)O2 : -5.7

Screening data from PubChem.
